Compound activity from PubChem.
CHT block: inhibitors of human choline transporter CHT | 310,000 compounds, 0.86% hits | Q9GZV3 | CHT-expressing cells, membrane potential dye, choline response; stronger effect = lower value | B-score at 10 µM;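 active = B-score over 3 SD under the library average, and starting fluorescence ratio not unusually high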;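 also: choline stimulus applied at its EC90 after an EC20 pre-addition; B-score computed on integrated fluorescence ratio after choline addition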
Target sequence (Q9GZV3 whole entry, looked up): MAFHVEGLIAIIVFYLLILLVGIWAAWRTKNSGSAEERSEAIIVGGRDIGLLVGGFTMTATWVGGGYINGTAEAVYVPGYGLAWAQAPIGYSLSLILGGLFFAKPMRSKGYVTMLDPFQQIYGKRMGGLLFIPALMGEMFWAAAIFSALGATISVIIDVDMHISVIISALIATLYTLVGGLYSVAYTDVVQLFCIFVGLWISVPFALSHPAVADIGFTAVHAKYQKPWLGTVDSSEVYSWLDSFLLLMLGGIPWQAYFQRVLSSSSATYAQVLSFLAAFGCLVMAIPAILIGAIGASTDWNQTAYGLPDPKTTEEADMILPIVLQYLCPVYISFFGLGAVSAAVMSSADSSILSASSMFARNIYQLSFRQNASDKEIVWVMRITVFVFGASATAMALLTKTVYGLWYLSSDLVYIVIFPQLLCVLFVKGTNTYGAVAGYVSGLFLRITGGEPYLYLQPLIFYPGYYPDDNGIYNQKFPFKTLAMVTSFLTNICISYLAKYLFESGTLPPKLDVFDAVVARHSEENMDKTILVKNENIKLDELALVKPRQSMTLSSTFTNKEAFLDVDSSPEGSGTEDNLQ
CHT allo act: allosterically activates the human high affinity choline transporter | Q9GZV3 | CHT-expressing cells, membrane potential dye, choline EC20; stronger effect = higher value; LV-AA mutant CHT in HEK293 cells | B-score at 10 µM | 310,000 compounds, 0.49% hits | AID 488977;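 active = initial fluorescence not abnormally high and integrated response B-score, plate-corrected, over 3 SD above library mean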
Numbers without * were called inactive; i = inactive.

Structure | CHT block | CHT allo act
COc1ccc(S(=O)(=O)NCc2ccccc2Cl)cc1OC | i | i
CC1(c2ccccc2)NC(=O)N(CC(=O)Nc2cc(Cl)ccc2N2CCOCC2)C1=O (stereo unspecified) | i | i
CCCNS(=O)(=O)c1ccc(OCC(=O)Nc2ccccc2F)cc1 | i | i
O=C(N1CCCCC1)C12CC3CC(C1)CC(C(=O)N1CCCCC1)(C3)C2 | i | i
COc1ccc(CNCCC(c2ccc(OC(C)C)cc2)c2ccccc2OC)cc1OC (stereo unspecified) | i | i
O=C1CCCCC1Sc1nnc(Cc2cccs2)n1CCc1ccccc1 (stereo unspecified) | i | i
O=C(Nc1ccccc1)C(=O)c1cn(CC(=O)N2CCCCC2)c2ccccc12 | i | i
O=C(O)CCS(=O)(=O)Cc1cccc(Cl)c1 | i | i
CC(C)Oc1ccc(C2CNC(=O)C2)cc1 (stereo unspecified) | i | i
COc1ccccc1-n1nc(C(=O)O)c2ccccc2c1=O | i | i
O=C(Nc1cccc(S(=O)(=O)NC2=NCCC2)c1)c1c(F)cccc1Cl | i | i
C/C(=N/NC(=O)c1ccccc1)c1ccc(NC(=O)C(F)(F)F)cc1 | i | i
CCc1noc(C)c1C(=O)NCCc1ccc(Cl)cc1 | i | i
O=C(CN1C(=O)/C(=C/c2ccccc2F)Sc2ccccc21)N1CCN(c2ccccn2)CC1 | i | i
CNC(=O)CS(=O)(=O)CC(=O)Nc1cc(OC(C)C)c(Cl)cc1Cl | i | i
COc1cc(-c2noc(CCC(=O)Nc3cccnc3)n2)cc(OC)c1OC | i | i
COc1cccc(-c2nnn(CCc3nn[nH]n3)n2)c1 | i | i
CNC(=S)Nc1cc2oc3ccccc3c2cc1OC | i | i
CSc1ccc(C(c2c(C)[nH][nH]c2=O)c2c(C)[nH][nH]c2=O)cc1 | i | i
Cc1nn(-c2ccc(F)cc2)c(Cl)c1/C=N/NC(=O)c1ccc(O)cc1 | i | i
COC(=O)Nc1ccc(C)cc1NC(=O)OC | i | i
O=C(CN1CCOCC1)N/N=C/c1cc2ccccc2nc1Cl | i | i
CCOC(=O)c1c(NC(=O)C(C)NCc2ccco2)sc2c1CCC(C)C2 (stereo unspecified) | i | i
O=C(Nc1ccccc1)N(Cc1cccnc1)Cc1ccco1 | i | i
CN(C)C(=O)Cn1cnc2c(cnn2-c2ccc(F)cc2)c1=O | i | i
CN(C)/C=N/c1nc(-c2ccc3c(c2)OCO3)cs1 | i | i
CC1CC(NC(=O)C2(C)CC2(Cl)Cl)CC(C)(C)C1 (stereo unspecified) | i | i
Nc1nc(=S)c2ncn([C@@H]3O[C@H](CO)[C@@H](O)[C@H]3O)c2[nH]1 | i | i
O=C(NN1C(=O)c2ccccc2NC1c1ccco1)c1ccc(Br)cc1 (stereo unspecified) | i | i
CSc1ccc(CN2CCC(CO)(CCOc3ccccc3)CC2)cc1 | i | i

Brought forward from above: four compounds; new compounds follow.
Structure | CHT block | CHT allo act
CC1CC(NC(=O)C2(C)CC2(Cl)Cl)CC(C)(C)C1 (stereo unspecified) | i | i
Nc1nc(=S)c2ncn([C@@H]3O[C@H](CO)[C@@H](O)[C@H]3O)c2[nH]1 | i | i
O=C(NN1C(=O)c2ccccc2NC1c1ccco1)c1ccc(Br)cc1 (stereo unspecified) | i | i
CSc1ccc(CN2CCC(CO)(CCOc3ccccc3)CC2)cc1 | i | i
O=C(CCc1c[nH]c2ccccc12)NC(Cc1c[nH]c2ccccc12)C(=O)O (stereo unspecified) | i | i
O=C(Cn1ncc2c([nH]c3ccccc32)c1=O)Nc1cccnc1 | i | i
COc1cccc(-c2nc(-c3ccc4c(c3)NC(=O)CO4)cs2)c1 | i | i
CCN(C(=O)COC(=O)c1c(-c2ccccc2)noc1C)c1c(N)n(Cc2ccccc2)c(=O)[nH]c1=O | i | i
COc1ccc(Oc2ccc(C(F)(F)F)cc2N)cc1 | i | i
CCOc1ccc2oc(-c3ccccc3)c(C(=O)N(C)C)c2c1 | i | i
Cc1ccc2occ(/C=N/NC(=O)c3ccccc3O)c(=O)c2c1 | i | i
CCOC(=O)c1cccc(NC(=O)CSc2nnc(-c3ccoc3C)n2CC)c1 | i | i
COc1cccc(NC(=O)CSc2nncn2N)c1 | i | i
COc1ccc(NC(=O)CN2C(=O)NC3(CCCC3)C2=O)c(OC)c1 | i | i
COc1cccc(C(=O)Nc2cc(C)c3c(=O)oc4ccccc4c3n2)c1 | i | i
CCCCCCCC(=O)Nc1cc(C(=O)NCc2ccc(C)cc2)ccc1N1CCC2(CC1)CC(c1cccc(Br)c1)=NO2 | i | i
CCCS(=O)(=O)NCc1cn2c(C)csc2n1 | i | i
CCC(=O)Oc1ccc2c(C)cc(=O)oc2c1C(=O)c1ccccc1 | i | i
CC(C)C(=O)Nc1ccc(C(=O)NNC(=S)NC(=O)c2cccs2)cc1 | i | i

Some of the entries so far, with each value named:
structure: CCOc1ccc2oc(-c3ccccc3)c(C(=O)N(C)C)c2c1
  CHT block = i
  CHT allo act = i

structure: Cc1ccc2occ(/C=N/NC(=O)c3ccccc3O)c(=O)c2c1
  CHT block = i
  CHT allo act = i

structure: CCOC(=O)c1cccc(NC(=O)CSc2nnc(-c3ccoc3C)n2CC)c1
  CHT block = i
  CHT allo act = i

Other compounds.
Structure | CHT block | CHT allo act
COc1ccc(OCCSc2nc3nc(C)cc(C)n3n2)cc1 | i | i
CCn1cc(C(=O)N[C@@H](C)C(=O)NCCO)c(=O)c2cc3c(cc21)OCO3 | i | i
Cc1ccc2c(c1)N(C(=O)CCC(=O)NCc1cccc(F)c1)CCO2 | i | i
CCOc1ccc(N(CC(=O)NCCSCc2ccc(C)cc2)S(C)(=O)=O)cc1 | i | i
Cc1ccc(NC(=O)c2ccc(Br)o2)cc1S(=O)(=O)N(C)C | i | i
c1ccc(CN(Cc2ccccc2)c2c3c(nc4ncnn24)CCC3)cc1 | i | i
C=CCSC1=C(C#N)C(c2cc(Br)c(O)c(OC)c2)CC(=O)N1 (stereo unspecified) | i | i
Cc1ccccc1OCc1nc2ccccc2[nH]1 | i | i
CC(C1CC2CCC1C2)n1c(COc2ccccc2F)nnc1SCC(N)=O (stereo unspecified) | i | i
Cc1ccnc(NS(=O)(=O)c2ccc(NC(=O)C3CCCNC3=O)cc2)n1 (stereo unspecified) | i | i
Cc1ccccc1S(=O)(=O)NCc1cccnc1 | i | i
O=C(c1ccccc1)c1nnc(-c2ccncc2)o1 | i | i
Cc1cccc(-c2noc(C(C)NC(=O)c3ccco3)n2)c1 (stereo unspecified) | i | i
CC(C)C(O)C1CCN(Cc2nc(-c3cccs3)no2)CC1 (stereo unspecified) | i | i
O=C(O)CCC1(CCC(=O)O)c2ccccc2-c2ccccc21 | i | i
O=C(CCc1ccc(S(=O)(=O)N2CCOCC2)cc1)N1CCN(Cc2ccc3c(c2)OCO3)CC1 | i | i
O=C(O)CNC(=O)c1nc(-c2ccccc2)n(-c2ccccc2)n1 | i | i
CCCCC(=O)Nc1cc(C)c(NC(=O)c2ccco2)cn1 | i | i
CCCCCCC(=O)N1C/C=C\C(c2ccc(OC)cc2)N(Cc2ccc(F)cc2)C(=O)[C@H]1Cc1ccccc1 (stereo partly specified) | i | i
Cc1ccc(NC(=O)CSc2nncn2N)cc1C | i | i
Cc1ccc(C(c2nnnn2CCc2ccccc2)N2CCC(C)CC2)cc1 (stereo unspecified) | i | i
COc1ccc(C(CNC(=O)CNC(=O)c2ccccc2Cl)N2CCCC2)cc1 (stereo unspecified) | i | i
C1=CCC(CN2CCN(C3CCCCCC3)CC2)CC1 (stereo unspecified) | i | i
CCOCCCNC(=O)C1CCN(S(=O)(=O)c2ccc3nc4c(c(C(=O)O)c3c2)CCCCC4)CC1 | i | i
CC1CC(C)CN(Cc2nc(N)nc(Nc3ccc4ccccc4c3)n2)C1 (stereo unspecified) | i | i
O=C(NC1CCCCC1)C1CCN(c2nccs2)CC1 | i | i
COc1cccc(OC)c1C(=O)Nc1ccccc1NC(=O)c1c(OC)cccc1OC | i | i
C[n+]1cn(Cc2ccc(C#N)cc2)c2ccccc21 | i | i
O=C(NCCc1cn[nH]c1)C1CCC(=O)N(CCc2cccc(F)c2)C1 (stereo unspecified) | i | i
CCCCn1nc(C(=O)Nc2ccc(S(=O)(=O)Nc3ncccn3)cc2)c2ccccc2c1=O | i | i
Cc1c(CN(C)C(=O)c2ccc(Br)o2)cnn1C | i | i
CCOC(=O)N1CCN(C(=O)Nc2ccccc2Cl)CC1 | i | i
Cc1c(O)cc2n(c1=O)-c1ccccc1C2(C)C | i | i
Cc1ccccc1CSCC(Nc1ccc(C(=O)O)cc1[N+](=O)[O-])C(=O)O (stereo unspecified) | i | i
CC1(C(=O)NCCN2CCOCC2)C=CC2(CCCCC2)N1C(=O)c1ccccc1 (stereo unspecified) | i | i
C/C(=N\NS(=O)(=O)c1ccc(Cl)c([N+](=O)[O-])c1)c1cc2ccccc2o1 | -7.5* | i
CCOC(=O)C(Cc1ccccc1)C(=O)Nc1ccccc1C (stereo unspecified) | i | i
C/C(=C\CCC1(C)C2CC3C(C2)C31C)C(=O)O (stereo unspecified) | i | i
Cc1nn(CC(=O)O)c(C)c1C | i | i
Cc1ccc(SCC(=O)OCC(=O)NC(C)c2ccc(Br)cc2)cc1 (stereo unspecified) | i | i
COc1ccc(Cl)cc1NC(=O)c1cnccn1 | i | i
COc1ccc(CCN(C)C(=O)C2CCCN(C3CCN(Cc4ccccc4)CC3)C2)cc1OC (stereo unspecified) | i | i
NCC(=O)NCC(=O)OCc1ccccc1 | i | i
Cc1cc(C)n(-c2cc(N3CCN(S(=O)(=O)c4ccc5ccccc5c4)CC3)ccc2[N+](=O)[O-])n1 | i | i
CCN(CC)c1ccc(/C=C2\C(=O)c3ccc(C(=O)O)cc3C2=O)cc1 | i | i
COC(=O)c1ccc(-n2nnnc2SCC(=O)Nc2ccccc2OC)cc1 | i | i
COc1ccccc1CCNC(=O)c1ccc(NC(=O)CC2SC(N3CCCC3)=NC2=O)cc1 (stereo unspecified) | i | i
Cc1ccccc1NP(=O)(c1ccccc1)c1nc2ccccc2s1 (stereo unspecified) | i | i
COc1ccccc1N1CCN(C(=O)c2ccc3nc(-c4ccco4)c(-c4ccco4)nc3c2)CC1 | i | i
CC(NC(=O)Nc1ccc(Cl)c(Cl)c1)C(c1ccccc1)N1CCOCC1 (stereo unspecified) | i | i
CCN(CC)c1ccc(/C=N/N2CCN(Cc3ccc(C)cc3C)CC2)c(O)c1 | i | i
CCCOc1ccc(C(CC(=O)O)NC(=O)c2ccc3c(c2)OCO3)cc1 (stereo unspecified) | i | i
C/C(N=Nc1nc2ccccc2s1)=N\Nc1ccccc1O | i | i
Cc1ccc(C)c2[nH]c(=O)c(CCNC(=O)c3ccco3)cc12 | i | i
Cn1c(SCC(=O)N2CCOCC2)nnc1-c1cnccn1 | i | i
CC(=O)c1ccc(N2CCN(C(=O)c3ccc(OCc4c(C)noc4C)cc3)CC2)cc1 | i | i
N=c1oc2cc(O)ccc2cc1C(=O)Nc1ccc(Cl)cc1 | i | i
CCOC(=O)N/N=C/c1ccc(C)o1 | i | i
CC(OC(=O)Cn1[nH]c(=O)c2ccccc2c1=O)C(=O)Nc1cccc(Cl)c1 (stereo unspecified) | i | i
COc1cc(C(=O)OCCCN=C2NS(=O)(=O)c3ccccc32)cc(OC)c1OC | i | i

More compounds follow:
Structure | CHT block | CHT allo act
O=C(O)C[C@H]1c2ccc(C(F)(F)F)cc2S(=O)(=O)N1Cc1ccccc1 | i | i
Cc1ccc(S(=O)(=O)N2CCN(CCNC(=O)C(=O)Nc3ccc(F)cc3)CC2)cc1 | i | i
CNc1[nH]ncc1[N+](=O)[O-] | i | i
C/C(=N/N=C(\C)c1ccccc1O)c1ccccc1O | i | i
Cc1nnc(N2C(=O)C(O)=C(C(=O)c3ccco3)C2c2ccc(C(C)(C)C)cc2)s1 (stereo unspecified) | i | i
COc1ccccc1NC(=O)CSc1nnc(Cn2cnc3ccccc32)o1 | i | i
Cc1ccc(S(=O)(=O)Oc2ccc(/C=C3/C(=N)N4C(=NC3=O)SN=C4S(C)(=O)=O)cc2)cc1 | -6.1* | i
CC(C)n1c(SCC(=O)Nc2ccccc2N2CCOCC2)nc2c1c(=O)n(C)c(=O)n2C | i | i
CC(OC(=O)c1ccc2c(c1)OCCO2)C(=O)NC1CCCCC1C (stereo unspecified) | i | i
Cc1nn(Cc2ccccc2Cl)c(C)c1N | i | i
CC(=O)N(C)c1nnc(-c2ccccn2)s1 | i | i
CCc1nnc(NC(=O)C2CCCN2S(=O)(=O)c2ccc(F)cc2)s1 (stereo unspecified) | i | i
O=C(c1cc(S(=O)(=O)N2CCCCC2)c(Cl)cc1N1CCOCC1)N1CCOCC1 | i | i
CC(C)CC(C(=O)NCC1CCCO1)N(C(=O)Cn1nnc(-c2ccc(F)cc2)n1)c1cccc(C(F)(F)F)c1 (stereo unspecified) | i | i
Cc1cc(N2CCN(C)CC2)nc2ccc(NC(=S)NCCC(C)C)cc12 | i | i
CN(C)S(=O)(=O)c1cccc(NC(=S)NCCCn2ccnc2)c1 | i | i
COc1ccc(S(=O)(=O)N(C(C)=O)c2ccc3oc(=O)sc3c2)cc1 | i | i
COc1ccc(Sc2nc(-c3ccccc3)ncc2C(=O)O)cc1 | i | i
c1ccc(-n2nnnc2Sc2ncnc3sc4c(c23)CCCC4)cc1 | i | i
Cc1cc(C)c2c(n1)sc1c(N3CCN(CCO)CC3)ncnc12 | i | i
